PTEN del growth: growth suppressors of cells with PTEN tumor suppressor deletion | HCT116 PTEN-null viability, CellTiter-Glo, 60 h; stronger effect = lower value | viability, % at 10 µM | 140,000 compounds, 1.2% hits | AID 827;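 active = viability at or below a set limit, 4 SD under the median of all tested compounds, cut at about 3.7% in these data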;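 note: PTEN knockout HCT116 line with beta catenin targeted HCT116 as companion control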
bCat KO growth: beta-catenin-lacking colon tumor cell growth suppression. HCT116 beta-catenin knockout viability, CellTiter-Glo, 60 h; stronger effect = lower value. viability, % at 10 µM. 140,000 compounds, 1.5% hits. AID 818;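 active = viability at or under a set limit, the compound median less 4 SD, cut at about 6% in these data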;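 note: 0% = Hyamine 1622 control at 20 µM and 100% = untreated cell control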
Yeast lifespan up: extends the lifespan of yeast. S. cerevisiae growth with nicotinamide, OD615; deaD strain in restrictive glucose medium. inhibition of the nicotinamide effect, % at 10 µM. 130,000 compounds, 0.68% hits. AID 775;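 active = inhibition above a set limit, placed 3 SD over the median of all compounds, cut at about 26% in these data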;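 note: 0% = nicotinamide-treated wells and 100% = cells grown without nicotinamide; some compounds called inactive have numbers as strong as hits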
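Assay system: engineered S. cerevisiae DeaD replicative-lifespan strain, galactose-grown log-phase cells; medium: restrictive CSMM-D dextrose medium; also added: nicotinamide, 1.5 mM, co-present with compound; schedule: 48 h compound exposure at 30 °C, humidified; detection: absorbance at 615 nm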
E-sel TNF inh: TNF alpha driven E-selectin expression inhibition. HUVEC TNFa-induced E-selectin immunofluorescence, high content. inhibition, % at 2 µM. 120,000 compounds, 0.71% hits;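 active = inhibition above the batch mean plus 3 SD, and confirmed as a hit on visual image review, cut at about 43% in these data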;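 note: 0% = TNF-stimulated DMSO wells and 100% = unstimulated control wells; not every result past the cut was called active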
NPY-Y2 antag: blocks the human neuropeptide Y Y2 receptor | inhibition, % at 2.7 µM | NPY-Y2 expressing cells, antagonist mode | P49146 | 140,000 compounds, 0.99% hits; in the data active = inhibition above about 17%;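 note: 0% = vehicle with agonist challenge and 100% = reference antagonist with challenge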
Target sequence (P49146 whole entry, looked up): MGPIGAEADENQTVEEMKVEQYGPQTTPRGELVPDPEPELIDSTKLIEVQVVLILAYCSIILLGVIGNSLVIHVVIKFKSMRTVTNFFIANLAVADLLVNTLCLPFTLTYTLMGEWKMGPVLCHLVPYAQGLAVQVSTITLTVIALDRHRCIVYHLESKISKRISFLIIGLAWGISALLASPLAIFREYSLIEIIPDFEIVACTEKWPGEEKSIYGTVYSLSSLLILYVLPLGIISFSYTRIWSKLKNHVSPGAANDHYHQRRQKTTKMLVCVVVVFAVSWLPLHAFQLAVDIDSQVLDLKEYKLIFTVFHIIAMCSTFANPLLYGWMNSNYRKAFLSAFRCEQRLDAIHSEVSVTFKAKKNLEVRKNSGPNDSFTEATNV
Yeast growth inh: yeast BB579 growth reduction in restrictive medium; 140,000 compounds, 0.51% hits; AID 804; inhibition, % at 10 µM; S. cerevisiae BB579 growth, OD615, 48 h;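 active = inhibition above a set limit, 3 SD over the mean compound inhibition, cut at about 44% in these data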; note: inactives centre near -24
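Assay system: S. cerevisiae DeaD strain BB579 yeast. Medium: CSMM-D restrictive synthetic medium containing dextrose (glucose). Times: 4 h cell preincubation, 48 h compound exposure, 30 °C humidified. Signal: OD615 turbidity measurement. Benchmarks: positive control amphotericin B 10 µg/mL.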
MRP-1 activ: activates MRP-1; 140,000 compounds, 0.61% hits; AID 799; viability increase, % at 10 µM; H69AR cells + doxorubicin, viability rescue, CellTiter-Glo;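 active = viability gain under doxorubicin at or above a set limit, the compound median plus 3 SD, cut at about 4.7% in these data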;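 note: MRP-1 overexpressing cells given doxorubicin 25 µM after compound pretreatment; 18-22 h compound pretreatment then 72 h with doxorubicin before readout; 0% = doxorubicin-only wells and 100% = vehicle-treated cells without doxorubicin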
Phagocyt inh: macrophage phagocytosis inhibition; J774A.1 macrophage IgG-bead phagocytosis, imaging; 110,000 compounds, 0.07% hits; inhibition, % at 5 µM;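 active = inhibition above the mean of the plate negative controls plus 5 SD, cut at about 13% in these data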;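 note: phagocytic index as fraction of beads internalized from green versus red external bead signal; plate controls were DMSO negative control for no effect and cytochalasin-D positive control for full effect; some results beyond the cut were filed as inactive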
Measles CPE: protection of cells from measles virus; Measles virus-infected cells, CPE protection, absorbance; protection (pct of control), % at 4 µM; 140,000 compounds, 1.5% hits; AID 841; in the data active = protection mostly above about 24%, no sharp cut-off; inactive = mostly below about 26%; note: some compounds called inactive have numbers as strong as hits
GALR2 antag: GALR2 (human) receptor antagonism | GALR2-expressing cells, antagonist mode | 140,000 compounds, 0.39% hits | O43603 | inhibition, % at 4 µM | AID 828; in the data active = inhibition above about 27%;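 note: cells stimulated with galanin 1-16 at roughly its EC80; 0% = agonist challenge control and 100% = basal control without agonist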
Target sequence (O43603 whole entry, looked up): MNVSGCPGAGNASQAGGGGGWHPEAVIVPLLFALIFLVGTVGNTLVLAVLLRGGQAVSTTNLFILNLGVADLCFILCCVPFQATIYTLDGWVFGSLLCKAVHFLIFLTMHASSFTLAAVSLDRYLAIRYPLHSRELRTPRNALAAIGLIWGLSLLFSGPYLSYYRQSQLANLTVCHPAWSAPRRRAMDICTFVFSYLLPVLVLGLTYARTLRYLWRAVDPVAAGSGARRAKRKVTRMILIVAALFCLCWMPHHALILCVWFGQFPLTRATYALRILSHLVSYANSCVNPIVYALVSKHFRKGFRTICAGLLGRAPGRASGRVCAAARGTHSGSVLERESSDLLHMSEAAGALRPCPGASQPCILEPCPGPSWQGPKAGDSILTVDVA
The depositor's hits bear a star; . = no result given.

Under each structure – PTEN del growth	bCat KO growth	Yeast lifespan up	E-sel TNF inh	NPY-Y2 antag	Yeast growth inh	MRP-1 activ	Phagocyt inh	Measles CPE	GALR2 antag
- CCOC(=O)C1CCN(C(=O)CN(c2ccc3c(c2)OCO3)S(C)(=O)=O)CC1
    107	95	-13	-25	3	4	-1.3	1	10	5
- CCOc1ccc(C(=O)OCC(=O)Nc2nc(OC)cc(OC)n2)cc1OCC
    97	100	-19	.	2	-48	-1.4	-2	25	-2
- COc1ccc(C(CNC(=O)c2ccc(OCC3CCCO3)cc2)N2CCOCC2)cc1 (centres undefined)
    93	85	-16	17	2	-27	-0.6	-1	28	2
- CCOc1ccccc1NC(=O)N1CCC(C(=O)c2ccc(F)cc2)CC1
    106	98	-12	-12	2	-34	0.2	1	14	1
- CC(=O)c1ccc(NC(=O)Oc2ccccc2)cc1
    103	95	-8	.	0	-18	-4.0	-1	23	-6
- Cc1ccc(C)c(Cn2c(=O)n(CCCC(=O)NCc3ccco3)c(=O)c3sccc32)c1
    40	66	-8	-3	6	-38	-1.0	.	15	-2
- O=C(NCc1ccc2c(c1)OCO2)c1ccc(-n2cnnn2)cc1
    91	85	-22	3	2	-6	-2.7	1	20	0
- COC(=O)c1sc2ccc(C)cc2c1C(=O)OC
    92	101	.	7	10	2	-0.6	.	23	0
- Cc1ccn2c(/C=N/OCc3ccc(F)cc3)c(-c3ccc(Cl)cc3)nc2c1
    84	89	-3	30	3	-19	-1.0	-2	8	3
- O=C1COc2ccc(-c3csc(=Nc4ccc(OC(F)F)cc4)n3CC3CCCO3)cc2N1 (centres undefined)
    17	18	-7	-34	1	-35	-4.6	.	22	8
- O=C(O)c1sc2cc(C(F)(F)F)cnc2c1-c1ccccc1
    107	101	-1	14	2	-15	-1.0	.	15	2
- CCn1c(CNC(=O)c2ccc(OC)c(OC)c2)nnc1SCC(=O)Nc1ccccc1
    100	94	5	-1	1	-40	-1.9	-4	19	0
- COc1ccc(C2CC(=O)C3=C(C2)Nc2ncnn2C3c2ccccc2)cc1 (centres undefined)
    84	93	-4	-41	0	-28	1.0	8	13	5
- Cc1ccc(NC(=O)c2c(C)nc3sc(C(=O)NC4CCCC4)c(N)c3c2-c2ccco2)c(C)c1
    84	83	0	3	3	0	-3.2	-6	7	-6
- COc1ccc(-c2nc(CS(=O)CC(=O)NCc3cccnc3)c(C)o2)cc1OC (centres undefined)
    100	86	-3	.	1	-24	-3.2	1	14	5
- COc1ccc(C)c2sc(=NC(=O)C(C)C)n(C)c12
    74	92	-12	18	3	14	-1.7	0	26	-3
- Cn1c(=O)cc(OCC(=O)NCCCN2CCN(Cc3ccccc3)CC2)c2ccccc21
    82	83	-2	.	1	14	-0.3	0	5	-4
- CCN(c1ccc(OCC(=O)OCC(=O)Nc2ccc(F)c(F)c2F)cc1)S(=O)(=O)c1ccccc1
    97	93	4	-6	0	-3	-2.6	-6	1	4
- Cc1cccc(N2CCN(C(=O)CSCc3c(C)noc3C)CC2)c1C
    16	9	-8	-3	3	10	0.0	0	4	16
- O=C(c1ccccc1NS(=O)(=O)c1ccc2c(c1)OCCO2)N1CCOCC1
    96	91	.	21	2	8	-1.8	.	25	-14

Carrying on.
Structure	PTEN del growth	bCat KO growth	Yeast lifespan up	E-sel TNF inh	NPY-Y2 antag	Yeast growth inh	MRP-1 activ	Phagocyt inh	Measles CPE	GALR2 antag
O=C(Nc1cccc(F)c1)c1ccc(Br)o1	94	81	-3	16	-3	0	-0.7	.	5	8
CCCCCCCCS(=O)c1sc2nc3c(cc2c1N)CCCC3 (centres undefined)	94	82	.	-17	3	-37	-0.1	.	4	1
CC(C)(C)C1CCC(=NNC(=O)c2ccc(Br)o2)CC1 (centres undefined)	98	90	1	12	1	-37	-0.3	9	4	-4
COc1cccc(C(=O)CSc2nnc(CNc3nc(-c4ccccc4)cs3)n2C)c1	72	77	-17	.	9	-41	-3.4	0	52*	-10
O=C(CCCc1ccccc1)Nc1cccc2c1CCCC2	96	99	2	10	2	-76	0.1	.	8	-14
Cc1ccc2nc(CSc3nc(C)ccc3C#N)[nH]c2c1	77	70	-21	-6	1	-61	-4.4	0	9	4
CCN(CC)c1ccc(NC(=O)c2c(OC)cccc2OC)c(C)c1	93	94	-10	-8	3	-18	-0.8	0	7	7
COc1cccc(C2CC(c3c(F)cccc3Cl)n3nc(N)nc3N2)c1 (centres undefined)	86	84	.	-35	4	11	-3.9	.	5	7

2 of the compounds above, as labelled records:
> CCCCCCCCS(=O)c1sc2nc3c(cc2c1N)CCCC3 (centres undefined)
- PTEN del growth: 94
- bCat KO growth: 82
- Yeast lifespan up: .
- E-sel TNF inh: -17
- NPY-Y2 antag: 3
- Yeast growth inh: -37
- MRP-1 activ: -0.1
- Phagocyt inh: .
- Measles CPE: 4
- GALR2 antag: 1
> COc1cccc(C(=O)CSc2nnc(CNc3nc(-c4ccccc4)cs3)n2C)c1
- PTEN del growth: 72
- bCat KO growth: 77
- Yeast lifespan up: -17
- E-sel TNF inh: .
- NPY-Y2 antag: 9
- Yeast growth inh: -41
- MRP-1 activ: -3.4
- Phagocyt inh: 0
- Measles CPE: 52*
- GALR2 antag: -10

Additional structures follow.
Structure	PTEN del growth	bCat KO growth	Yeast lifespan up	E-sel TNF inh	NPY-Y2 antag	Yeast growth inh	MRP-1 activ	Phagocyt inh	Measles CPE	GALR2 antag
COc1ccc(C(=O)Nn2c(SCC(=O)c3ccc(Cl)cc3)nc3ccccc3c2=O)cc1	81	96	-9	-10	11	-59	-0.5	-1	84*	5
COc1ccc(/C=N/N=C/c2c[nH]c(=O)c(C#N)c2Nc2ccccc2)cc1	101	105	2	.	4	-22	-1.5	.	3	-3
Cc1ccc(-c2ccc(=O)n(CCC(=O)NCc3ccccn3)n2)cc1	93	97	-13	2	0	-22	-1.2	-1	1	1
CC(=O)Nc1cnc(NC(=O)c2cccc(F)c2)cc1C	98	91	5	-19	7	-30	-0.7	.	11	0
COc1cc(NC(=O)C2CCN(S(=O)(=O)c3cccnc3)CC2)cc(OC)c1OC	105	111	12	5	4	-22	-0.3	1	7	-13
Cc1cccc(C)c1NC(=S)NNc1ncc(C(F)(F)F)cc1Cl	79	76	-14	.	1	-41	-2.4	0	5	9
CCCc1cc(=O)[nH]c(/N=C(\N)Nc2ccccc2)n1	96	95	-13	14	1	-26	-1.4	1	2	1
O=C(CN1C(=O)c2ccccc2C1=O)Nc1sc2c(c1C(=O)NCc1ccco1)CCCC2	97	86	-14	-14	-4	-3	-1.1	.	62*	-8
O=C(CSc1nnc(CNC(=O)c2ccco2)o1)c1ccc(Cl)cc1	86	100	-16	6	1	-27	-0.7	.	2	3
COc1ccccc1N1CCN(S(=O)(=O)c2cnc[nH]2)CC1	100	95	-8	.	-1	-45	-0.1	0	6	8
CCc1noc(C)c1C(=O)Nc1ncc(C)s1	112	99	-12	-7	2	-87	0.1	2	14	-15
COc1ccc(CNC(=O)CCc2c(C)nc3ncnn3c2C)cc1	96	91	-3	.	2	2	-1.5	-1	7	-10
CN1CCN(C(=O)c2cnn(-c3ccccc3)c2NC(=O)c2ccccc2F)CC1	11	11	4	-33	2	1	-2.5	0	13	-2
COc1ccc(-c2[nH]c(-c3ccc(SC)cc3)nc2SCC(=O)Nc2nccs2)cc1	73	68	-4	-36	-3	-24	-2.1	1	7	4
Nc1nnc(SCC(=O)c2ccco2)s1	96	99	-12	-28	-2	-4	-1.7	.	8	0
COc1ccc(-c2cc(C(F)(F)F)n3ncc(C(=O)O)c3n2)cc1OC	91	110	-15	-16	4	-34	-4.5	3	9	0
COc1ccc(OCCC(=O)N2CCCCC2)cc1	86	96	-17	-15	3	20	-0.4	-1	10	-9
Cc1cc(-n2nc(C)cc2C)n2nc(C)c(-c3ccc(Cl)cc3)c2n1	22	16	-3	3	4	-12	-1.6	1	12	1

Entries from the list above containing fluorine (eleven):
Structure	PTEN del growth	bCat KO growth	Yeast lifespan up	E-sel TNF inh	NPY-Y2 antag	Yeast growth inh	MRP-1 activ	Phagocyt inh	Measles CPE	GALR2 antag
CCOc1ccccc1NC(=O)N1CCC(C(=O)c2ccc(F)cc2)CC1	106	98	-12	-12	2	-34	0.2	1	14	1
Cc1ccn2c(/C=N/OCc3ccc(F)cc3)c(-c3ccc(Cl)cc3)nc2c1	84	89	-3	30	3	-19	-1.0	-2	8	3
O=C1COc2ccc(-c3csc(=Nc4ccc(OC(F)F)cc4)n3CC3CCCO3)cc2N1 (centres undefined)	17	18	-7	-34	1	-35	-4.6	.	22	8
O=C(O)c1sc2cc(C(F)(F)F)cnc2c1-c1ccccc1	107	101	-1	14	2	-15	-1.0	.	15	2
CCN(c1ccc(OCC(=O)OCC(=O)Nc2ccc(F)c(F)c2F)cc1)S(=O)(=O)c1ccccc1	97	93	4	-6	0	-3	-2.6	-6	1	4
O=C(Nc1cccc(F)c1)c1ccc(Br)o1	94	81	-3	16	-3	0	-0.7	.	5	8
COc1cccc(C2CC(c3c(F)cccc3Cl)n3nc(N)nc3N2)c1 (centres undefined)	86	84	.	-35	4	11	-3.9	.	5	7
CC(=O)Nc1cnc(NC(=O)c2cccc(F)c2)cc1C	98	91	5	-19	7	-30	-0.7	.	11	0
Cc1cccc(C)c1NC(=S)NNc1ncc(C(F)(F)F)cc1Cl	79	76	-14	.	1	-41	-2.4	0	5	9
CN1CCN(C(=O)c2cnn(-c3ccccc3)c2NC(=O)c2ccccc2F)CC1	11	11	4	-33	2	1	-2.5	0	13	-2
COc1ccc(-c2cc(C(F)(F)F)n3ncc(C(=O)O)c3n2)cc1OC	91	110	-15	-16	4	-34	-4.5	3	9	0
